Screening data (PubChem BioAssay)
FXIIa inh 1536 – human FXIIa protease inhibitors, primary screen, biochemical, 1536-well. Coagulation factor XII (Homo sapiens), P00748. purified FXIIa, Boc-QGR-AMC fluorogenic substrate, 2 h. inhibition, % at 5 µM. hit rate 0.3% among 220,000. AID 800, 2007; in the data active = inhibition above about 40%;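 note: 0% = enzyme with no compound and 100% = blank without enzyme; many of its hits are not listed in these tables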
thrombin 1536 – human alpha-thrombin inhibitors, primary screen, counter-screen for coagulation protease inhibitor project, biochemical, 1536-well, fluorogenic AMC substrate; hit rate 0.26% among 220,000; inhibition, % at 5 µM; Prothrombin (Homo sapiens), P00734; Boc-VPR-AMC fluorogenic substrate cleavage; AID 1046, 2008;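 active = inhibition at or above 40%; inactive = inhibition below 40%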;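 note: 0% = enzyme with no compound and 100% = wells without enzyme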
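Material: human alpha-thrombin protein; Also added: Boc-VPR-AMC substrate, 15 µM final; Timing: enzyme reaction carried out at room temperature; Signal: fluorescence, ex 355 nm, em 460 nm; Measure: % inhibition of thrombin; Controls: enzyme without compound as high, wells lacking enzyme as low.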
p97 ATPase inh – inhibitors of human p97 ATPase, primary screen, biochemical. AID 1481, 2009. recombinant p97 ATPase, Kinase-Glo ATP luminescence, 3 h. Transitional endoplasmic reticulum ATPase (Homo sapiens), P55072. hit rate 0.42% among 220,000. inhibition, % at 8 µM; in the data active = inhibition above about 15%;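 note: 0% = DMSO vehicle and 100% = wells lacking enzyme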
Wee1 degr inh – Wee1 degradation inhibitors, primary screen, cell-based, HeLa, Wee1K328M-luciferase, luminescence; reporter increase, % at 5 µM; HeLa Luc-Wee1K328M stability; 100% = proteasome inhibitor MG132 effect; AID 1321, 2008; hit rate 1.2% among 220,000;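 active = activation above the mean of all tested compounds plus 3 SD, set per screening run, cut at about 8.8% in these data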;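 note: cells exposed to compound for 20 h before luminescence read; 0% = DMSO alone and 100% = MG132 at 30 µM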
Target sequence (P30291 whole entry K328M): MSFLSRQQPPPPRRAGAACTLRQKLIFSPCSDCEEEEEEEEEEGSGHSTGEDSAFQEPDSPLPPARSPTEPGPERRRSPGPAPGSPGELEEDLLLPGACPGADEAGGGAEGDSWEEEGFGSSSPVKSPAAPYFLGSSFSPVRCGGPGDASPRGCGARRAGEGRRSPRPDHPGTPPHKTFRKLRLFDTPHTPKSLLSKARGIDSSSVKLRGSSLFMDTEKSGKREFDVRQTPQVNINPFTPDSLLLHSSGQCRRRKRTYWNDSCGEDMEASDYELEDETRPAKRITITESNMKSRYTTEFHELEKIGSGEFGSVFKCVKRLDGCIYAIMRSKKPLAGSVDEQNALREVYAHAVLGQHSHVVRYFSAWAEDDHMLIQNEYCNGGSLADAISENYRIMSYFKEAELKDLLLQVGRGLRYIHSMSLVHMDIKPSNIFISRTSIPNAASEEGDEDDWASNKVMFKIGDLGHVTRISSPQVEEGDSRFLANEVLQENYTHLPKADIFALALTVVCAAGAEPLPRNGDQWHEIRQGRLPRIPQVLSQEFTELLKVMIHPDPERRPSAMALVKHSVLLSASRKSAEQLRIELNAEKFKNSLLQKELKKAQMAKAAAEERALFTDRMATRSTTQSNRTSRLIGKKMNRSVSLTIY
hK5 inh – human KLK5 protease inhibitors, primary screen, biochemical, 1536-well; Kallikrein-5 (Homo sapiens), Q9Y337; hit rate 0.59% among 210,000; recombinant hK5, fluorogenic AMC substrate cleavage; AID 873, 2007; inhibition, % at 5 µM;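 active = inhibition of 40% or more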;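 note: 0% = enzyme controls without compound and 100% = no-enzyme blanks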
Target sequence (Q9Y337 67-293 limits assumed): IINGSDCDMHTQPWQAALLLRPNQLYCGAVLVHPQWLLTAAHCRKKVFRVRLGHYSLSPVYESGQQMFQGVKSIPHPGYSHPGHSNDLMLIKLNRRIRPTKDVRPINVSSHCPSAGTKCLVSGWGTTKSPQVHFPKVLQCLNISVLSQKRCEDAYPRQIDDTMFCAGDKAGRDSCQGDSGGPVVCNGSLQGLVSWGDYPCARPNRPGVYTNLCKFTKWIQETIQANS
Cl transport mod – KCC2 cotransporter modulators, thallium flux, primary screen, cell-based, HEK293 KCC2, FluoZin-2 fluorescence, MLSMR. KCC2 cells, thallium flux FluoZin-2 fluorescence. Solute carrier family 12 member 5 (Homo sapiens), Q9H2X9. hit rate 2.2% among 190,000. AID 1456, 2008. B-score of Tl+ flux slope (higher = more flux/activation; lower = inhibition) at 10 µM;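 active = thallium flux slope and its plate-corrected score both differing from the plate sample mean at a set confidence after two filtering rounds, in either direction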;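 note: slope of fluorescence scaled to starting intensity during 10 to 20 s after thallium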
FXIa inh 1536 – human FXIa protease inhibitors, primary screen, biochemical, 1536-well; inhibition, % at 5 µM; AID 798, 2007; hit rate 0.14% among 220,000; purified FXIa, Boc-Glu-Ala-Arg-AMC fluorogenic substrate;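 active = inhibition of at least 40%; inactive = inhibition below 40%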;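 note: fluorescence of freed AMC excited at 355 nm; 0% = enzyme without compound and 100% = no enzyme blank; many of its hits are not listed in these tables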
Furin inh – human furin inhibitors, primary screen, biochemical, fluorescence intensity. P09958. hit rate 0.061% among 220,000. inhibition, % at 30 µM. purified furin, fluorogenic substrate cleavage; in the data active = inhibition above about 25%; note: inactives centre near -15
PERK inhibitor – block of dimerizer-induced PERK translation repression, primary screen, PERK inhibitor project, CHO PERK-DD cells, SEAP luminescence, HTS; Eukaryotic translation initiation factor 2-alpha kinase 3 (Homo sapiens), Q9NZJ5; CHO PERK-DD fusion, SEAP luminescence translation reporter; inhibition, % at 5.6 µM; hit rate 0.17% among 220,000;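 active = inhibition above the mean inhibition of all tested compounds plus 3 SD, set separately per screening campaign, cut at about 2.9% in these data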;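 note: PERK kinase domain activated by AP20187 dimerizer at 100 nM; 0% = DMSO with dimerizer and 100% = rapamycin at 8.4 µM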
Active calls of the source: *; / = no result given; [ ] = remark or other dose.

SMILES	FXIIa inh 1536	thrombin 1536	p97 ATPase inh	Wee1 degr inh	hK5 inh	Cl transport mod	FXIa inh 1536	Furin inh	PERK inhibitor
O=S(=O)(c1cccc(-c2nnc(-c3cccnc3)o2)c1)N1CCCCC1	17	-2	0	0	-5	-0.0031	9	-14[20 µM]	-0.6
CCS(=O)(=O)NCc1ccc2[nH]c3c(c2c1)CCCC3	15	5	11	-3	-5	0.027	3	-16	1.2
Cc1cc(NC(=O)CSc2nnc(-c3ccco3)o2)no1	17	6	-6	2	-159	0.53	-2	-23[20 µM]	0.7
CC(C)CNC(=O)NC(=O)COC(=O)COc1ccc(Cl)cc1Cl	2	-1	-4	0	7	-0.15	-6	-25	-0.4
C=CCN1C2=NCCCN2c2ccccc21	5	-11	-4	1	-6	-0.06	-3	-3	0.2
COc1ccc(C(C#N)N2CCC(c3ccccc3)=N2)cc1OC (stereo not drawn)	3	-6	2	1	9	-1.7	-3	-15	0.1
C=CCOC(=O)N1CCN(c2cccc(C(F)(F)F)c2)CC1	3	-4	4	-3	0	-1.6	-1	-14	0.7
CCC(=O)N1CCc2cc(S(=O)(=O)NCCC(=O)Nc3cc(C)cc(C)c3)ccc21	1	-2	4	-2	-25	/	-9	-15	-0.1
CCCCN(CC)Cc1ccc(CNC(=S)Nc2cccc(F)c2)o1	11	1	-1	-1	/	-1.2	2	-45	0.7
N#CCn1nnc(-c2ccc3c(c2)OCO3)n1	-4	1	9	2	-28	0.2	-9	-22	-0.3
Cc1ccc(NC(=O)COC(=O)C2=COCCO2)c([N+](=O)[O-])c1	7	-6	1	9.3*	-6	0.18	-11	-18	-0.1
CN1C(=O)C(=O)N(CC(=O)N2CCc3ccccc32)C1=O	-11	-3	4	1	-4	0.032	-1	-11[20 µM]	1.2
COc1ccccc1NC(=O)C(NC(=O)OC(C)(C)C)C(C)OCc1ccccc1 (stereo not drawn)	-3	0	-3	0	4	-1.1	-2	-19[20 µM]	0.5
O=C(Nc1cccc(F)c1)c1ccc(-c2ccccc2Cl)o1	4	0	0	-2	-4	-1.6	6	-7	-0.1
CCOc1cc(C(=O)Nc2ccc(S(=O)(=O)Nc3cc(C)on3)cc2)cc(OCC)c1OCC	16	4	-2	2	-5	/	2	-10	1.8
COc1ccc(C(=O)Nc2c(-c3cccs3)c(=O)c3ccccc3n2C)cc1	1	-2	5	-2	-5	-0.98	-6	-3	-0.6
CC12CN3CC(C)(CN(C1)C3c1ccccc1)C2O (stereo not drawn)	6	1	-2	0	-3	-0.023	-7	-16	0.4
Cn1c(N)nc2ccccc2c1=O	7	-2	3	-2	2	-0.61	-1	-25	0.9
CC(C)NCc1nnc(-c2ccc(Cl)cc2)o1	10	-7	-2	-1	3	-0.42	-2	-25	1.5
CCC(=O)Nc1cccc2c1C(=O)N(C)C2=O	0	-4	-4	-2	-9	0.34	-5	-9[20 µM]	-0.3
COCCCNc1oc(-c2ccccc2Cl)nc1C#N	/	-3	0	-2	1	-0.089	4	-26	-0.4
CCC(=O)n1nc(-c2cccnc2)nc1NCc1ccc(F)cc1	12	/	4	-3	4	-2.4	3	-11	-0.2
O=C(Nc1cccc(C(F)(F)F)c1)NC1CCN(S(=O)(=O)c2ccc(F)cc2)CC1	11	0	1	2	3	/	4	-27[20 µM]	-1.1
COc1ccc2cc(/C=N/NC(=O)c3ccc(CN(c4ccc(C)c(C)c4)S(C)(=O)=O)cc3)c(Cl)nc2c1	17	3	2	-2	-2	-0.05	11	-21	0.4
O=S(=O)(NCCNS(=O)(=O)c1ccccc1)c1ccccc1	8	1	1	0	-12	0.42	0	-3[20 µM]	0.1
Cc1cc(C)nc(NN=C2CCCC2)n1	10	-8	-3	-2	-9	-0.94	5	-19	0.4
O=P(O)(CN1CCCCCC1)CN1CCCCCC1	19	1	0	3	-10	1.1	15	-19[20 µM]	0.6
O=C(CN1C(=O)NC2(CCCCCC2)C1=O)c1ccc2c(c1)OCCO2	2	0	1	0	2	/	3	-9	-1.0
CCCc1cc(=O)oc2cc(Oc3ncccn3)ccc12	16	0	3	0	-2	-0.62	6	-15	-0.8
CCC(=O)Oc1ccc(C(=O)Nc2ccc3c(c2)C(=O)N(C2CCCCC2)C3=O)cc1	7	0	-8	2	-4	/	2	-18[20 µM]	0.3
COc1ccc(/C=C/C(=O)O)cc1S(=O)(=O)NC1CCS(=O)(=O)C1 (stereo not drawn)	10	/	4	-2	-2	0.41	2	-5	0.3
COc1cc(-c2noc(CCC(=O)Nc3cccnc3)n2)cc(OC)c1OC	9	-11	-4	0	-6	-0.023	-3	2	-0.3
CCSc1nc2ccccc2n1C(=O)/C=C\c1ccc(OC)c(OC)c1	21	-1	6	-3	0	/	17	-16[20 µM]	0.3
Cn1c2c(c(=O)n(C)c1=O)C1(C(=O)Nc3ccccc31)C(C#N)=C(N)O2 (stereo not drawn)	13	1	0	-1	0	0.42	1	-2[20 µM]	0.4
COc1ccccc1Nc1nc(N)nc(CN2CCC(C)CC2)n1	13	4	-3	6	3	-0.79	0	-17	0.0
Cc1cc(C)nc(N2CCC(CNC(=O)CCc3ccccc3)CC2)n1	-16	-5	-4	2	-9	/	-17	-12	-0.8
CCc1c(C)sc(NC(=O)c2cc(CC(C)C)on2)c1C#N	14	-3	-4	-1	-11	2.6	2	-2	-1.0
CSc1nc(C)c2c(n1)N(c1ccc(O)cc1)CC2	9	2	5	-1	1	-1.8	3	-32	0.4
COc1ccc(N2C(=O)CSC2c2cccc(OC)c2OC)cc1 (stereo not drawn)	17	42*	-8	-3	39	0.077	8	-9	-0.5
CCCOc1ccc(C(=O)NCC(c2ccco2)N(C)C)cc1 (stereo not drawn)	9	-7	8	2	-10	1.5	3	-20	0.0
COc1ccc(CCNC(=O)c2cc(-c3cc(C)ccc3O)n[nH]2)cc1OC	9	1	-1	0	-6	-0.35	1	-5[20 µM]	-2.0
O=C(CN1CCOCC1)Nc1ccc(Br)cn1	8	-8	3	0	-14	-0.55	-5	-27[20 µM]	1.0
CN1CCN(C(=O)Nc2ccccc2CC[N+](=O)[O-])CC1	5	0	3	-1	2	0.74	5	-27	0.4
C=CCn1c(CCNC(=O)c2ccc(Cl)c(Cl)c2)nnc1SCCOc1ccc(OC)cc1	12	3	-9	-2	7	-1.3	-8	-5	-0.5
CCOC(=O)C1CCCN(CC(O)COc2ccc(OC)cc2C(C)(C)C)C1 (stereo not drawn)	-4	-6	-4	-2	-24	0.45	-13	-4	-0.8
Clc1ccc(Cn2ncc3c(NCc4ccccc4)ncnc32)cc1	11	0	-1	2	-26	0.052	6	-21[20 µM]	-1.1
Cc1ccc(NC(=O)COC(=O)[C@@H]2CCCN2C(=O)c2cccs2)cc1S(=O)(=O)N(C)C	12	6	3	3	6	1.3	5	-10	2.3
CCn1ccnc1CN1CCN(CC(C)C)C(CCO)C1 (stereo not drawn)	10	0	3	-4	21	0.35	3	-26	0.3
O=[N+]([O-])c1ccc(COc2ccccc2/C=N/O)cc1	18	-2	8	3	5	-0.54	6	-6	1.4
CC[N+](C)(CC)CC(O)COCC1COc2ccccc2O1 (stereo not drawn)	9	-5	-5	-2	-2	-0.0098	2	-19	0.6
COc1ccc(C(=O)Sc2ccc(C)cc2)cc1OC	6	1	2	0	-8	0.012	2	-13[20 µM]	0.7
c1ccc2nc3c(nc2c1)[nH]c1ccccc13	14	6	3	7	-8	1.4	6	-1	0.6
COC(=O)c1ccc(NC(=O)c2c(C(=O)Nc3ccccc3)sc3nc(C)cc(=O)n23)cc1	10	0	6	-1	2	3.4	-1	-29	0.0
COC(=O)CCC(=O)OC1(C)C(=O)C2=CN(CC(C)C)C(c3ccc(OC)cc3)=CC2=C(Br)C1=O (stereo not drawn)	14	3	/	/	3	-0.2	8	-11	/
COC(=O)c1cccc(-n2cnnn2)c1	5	-5	-4	0	-8	0.71	-2	-5[20 µM]	0.2
COc1ccc(CN2CCNC(=O)C2CC(=O)NCc2cnn(C)c2)cc1OC (stereo not drawn)	6	-4	1	1	/	0.14	-4	-20	1.8
Cc1ccc2[nH]c(=O)c3cc(C(=O)N(C)c4ccc(C)c(C)c4)sc3c2c1	8	-2	2	8	4	0.89	0	-27	1.8
CNC(=O)/C(C#N)=C/c1ccc(-c2nc3ccccc3s2)o1	1	-12	-6	0	-1	0.0098	-4	12	-1.0
CC(C)NC(=O)c1ccccc1NC(=O)CN(c1ccc2c(c1)OCO2)S(C)(=O)=O	7	-5	-4	0	-14	0.75	5	-10[20 µM]	-0.9

Grouped by structure: the entries above containing a Cl atom (7)
SMILES	FXIIa inh 1536	thrombin 1536	p97 ATPase inh	Wee1 degr inh	hK5 inh	Cl transport mod	FXIa inh 1536	Furin inh	PERK inhibitor
CC(C)CNC(=O)NC(=O)COC(=O)COc1ccc(Cl)cc1Cl	2	-1	-4	0	7	-0.15	-6	-25	-0.4
O=C(Nc1cccc(F)c1)c1ccc(-c2ccccc2Cl)o1	4	0	0	-2	-4	-1.6	6	-7	-0.1
CC(C)NCc1nnc(-c2ccc(Cl)cc2)o1	10	-7	-2	-1	3	-0.42	-2	-25	1.5
COCCCNc1oc(-c2ccccc2Cl)nc1C#N	/	-3	0	-2	1	-0.089	4	-26	-0.4
COc1ccc2cc(/C=N/NC(=O)c3ccc(CN(c4ccc(C)c(C)c4)S(C)(=O)=O)cc3)c(Cl)nc2c1	17	3	2	-2	-2	-0.05	11	-21	0.4
C=CCn1c(CCNC(=O)c2ccc(Cl)c(Cl)c2)nnc1SCCOc1ccc(OC)cc1	12	3	-9	-2	7	-1.3	-8	-5	-0.5
Clc1ccc(Cn2ncc3c(NCc4ccccc4)ncnc32)cc1	11	0	-1	2	-26	0.052	6	-21[20 µM]	-1.1
